Screening results deposited in PubChem by several laboratories.
GlmU inhibition: inhibition of mycobacterial GlmU enzyme – biochemical, glucosamine-1-phosphate acetyltransferase (AID 1376) | inhibition, %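 (tested at 30 µM in the primary screen)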, or IC50 in µM where a hit was titrated | actives 0.25% (n = 220,000) | M. tuberculosis GlmU acetyltransferase enzyme assay; higher % means a stronger effect; in the data active = inhibition above about 13%;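 also: 0% = complete reaction with vehicle and 100% = reaction without substrate; strong numbers were not always called active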
Mtb RmlCD inh: M. tuberculosis RmlC/RmlD inhibition. AID 1533. RmlC+RmlD coupled enzyme assay, percent inhibition; primary screen in compound mixtures. actives 0.03% (n = 160,000). inhibition, % at 3.6 µM; in the data active = inhibition mostly above about 34%, no sharp cut-off; also: some results filed as inactive read as strong as hits
Target sequence (P9WH09 whole entry, looked up): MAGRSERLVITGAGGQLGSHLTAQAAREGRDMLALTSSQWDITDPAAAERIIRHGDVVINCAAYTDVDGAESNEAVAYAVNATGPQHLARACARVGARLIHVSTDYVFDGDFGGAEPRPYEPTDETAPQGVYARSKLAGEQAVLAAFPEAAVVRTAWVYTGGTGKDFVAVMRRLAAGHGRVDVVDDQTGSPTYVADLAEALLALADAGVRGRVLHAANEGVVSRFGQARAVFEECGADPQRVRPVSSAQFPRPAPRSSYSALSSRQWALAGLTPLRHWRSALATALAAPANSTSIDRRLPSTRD
Target sequence (P9WH11 whole entry, looked up): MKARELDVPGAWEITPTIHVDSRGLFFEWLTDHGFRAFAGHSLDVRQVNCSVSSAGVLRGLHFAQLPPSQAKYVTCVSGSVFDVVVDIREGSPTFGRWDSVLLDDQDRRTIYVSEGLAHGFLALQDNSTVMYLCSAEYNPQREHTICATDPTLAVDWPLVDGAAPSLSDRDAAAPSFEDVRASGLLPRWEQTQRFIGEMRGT
* hit, by the source's call; / = no result given.

SMILES	GlmU inhibition	Mtb RmlCD inh
COC(=O)C1=C(CCc2ccccc2)NC(=O)NC1c1ccc(C#N)cc1 (configuration not stated)	-2.7%	/
Cc1ccc(SCC(=O)NN2C(=O)c3ccccc3C2=O)cc1	-6.6%	-7
CC1(C)CC2(CC(C)(C(=O)CSc3nc4ccccc4s3)OC2=O)C(=O)O1 (configuration not stated)	-3.7%	/
O=C(c1cc2nc(-c3ccccc3)cc(-c3ccccc3)n2n1)N1CCC2(CC1)OCCO2	-4.0%	-9
COc1ccc(N(C)C(=O)CCS(=O)(=O)c2cccc3nonc23)c(OC)c1	-0.2%	/
CCCCN(CC)C(=O)CSc1cc(=O)n(C)c2ccccc12	3.6%	/
O=C(CSc1nncn1-c1ccccn1)Nc1cccc(Cl)c1	8.2%	7
CCn1c(O)c(N=NC(=O)CNc2ccc(C)cc2)c2ccccc21	2.0%	/
O=C(COc1ccccc1Br)NC1CCCC1	3.1%	-1
O=[N+]([O-])c1cccc(-n2nnnc2CN2CCCC2)c1	1.1%	-10
CCOc1ccccc1N1CCN(S(=O)(=O)c2ccc(F)c(F)c2)CC1	3.2%	/
COC(=O)c1ccc(OCC2c3cc(OC)c(OC)cc3CCN2C(=O)C2CC2)cc1 (configuration not stated)	-1.2%	-1
N#CC1=C2C=CC=CN2CC1=O	-7.0%	/
O=C(Nc1ccccc1Oc1ccccc1)c1ccccc1F	-0.8%	3
Cc1ccc(C)c(C(=O)CSc2nnnn2C(C)C)c1	-6.2%	/
Cc1ccc(S(=O)(=O)NCC(C)NS(=O)(=O)c2ccc(C)cc2)cc1 (configuration not stated)	-0.1%	/
CC(C)OC(=O)CC1C(=O)NCCN1C(=S)NC(=O)c1cccs1 (configuration not stated)	2.4%	3
O=c1c2ccccc2[nH]c(=S)n1CCN1CCCC1	1.8%	0
CN1C(=O)NC(=O)C2(Cc3ccccc3N3CCOCC32)C1=O (configuration not stated)	0.4%	10
CS(=O)(=O)N1CCN(c2nc3ccccc3s2)CC1	4.3%	2
CCOc1ccccc1NC(=S)N1CCC(NC(=O)c2ccco2)CC1	0.4%	-1
O=C(COc1ccc(/C=N/NC(=O)c2cc3ccccc3o2)cc1Br)Nc1ccccc1	-3.8%	-6
CCOC(=O)Cc1c(C)nc2c(-c3ccc(OC)cc3)c(C)nn2c1C	-1.3%	/
CCc1ccc(OCC(=O)N2c3ccccc3CCc3ccccc32)cc1	-3.0%	/
Cc1nn(C)c(C(=O)Nc2ccn(Cc3c(F)c(F)cc(F)c3F)n2)c1[N+](=O)[O-]	/	7
CCOc1ccc(NC(=S)Nc2cc(OC)c(Cl)cc2OC)cc1	-4.4%	/
Cc1ccc(N2C(=O)CC(n3nc(C)cc3C)C2=O)cc1 (configuration not stated)	2.4%	/
O=C(NC1=NCCS1)c1cc(-c2ccccc2)nn1-c1ccccc1	1.0%	/
CC(=O)Nc1ccc(SC[C@H](c2ccccc2)N2CCN(CCc3ccccc3)CCC2=O)cc1	3.0%	/
O=C(Nc1ccccc1O)c1cc(S(=O)(=O)N2CCOCC2)ccc1Cl	0.7%	-10
O=C(NCN1CCN(c2ccccc2F)CC1)c1cccnc1	0.3%	-1
CCN(CC)CC(=O)Nc1sc2c(c1C(=O)c1ccccc1C)CCC2	4.8%	-2
O=C(COC(=O)/C=C/c1ccco1)NCc1ccccc1	-7.5%	-3
Cc1ccc(CNC(=O)CCC2CCCN(C(=O)CCC(F)(F)F)C2)o1 (configuration not stated)	-7.2%	-2
CCCCn1nnnc1SCC(=O)Nc1ccc2c(c1)OCCO2	7.3%	2
Cc1c(Cl)cccc1NC(=O)CN1C(=O)CSc2ncccc21	2.4%	2
CN(Cc1nc2ccccc2c(=O)[nH]1)Cc1cc(=O)oc2ccc3ccccc3c12	5.5%	16
Cc1cc(C)n2cc(CSc3ccc(Cl)cc3)nc2n1	1.8%	-10
CC(C)(C)c1n[nH]c2c1CCCC2	-1.8%	-11
CCOCCCN=Cc1c(O)n(Cc2ccccc2)c(=O)[nH]c1=O	-0.4%	73
COc1ccc(/C=C/C(=O)Nc2ccccc2)cc1S(=O)(=O)N1CCOCC1	/	1
COc1ccccc1-n1c(SCC(=O)N2CCOCC2)nc(O)c(Cc2ccccc2)c1=O	3.4%	3
CCOC(=O)/C(C#N)=C/c1c(OCC)n(CC)c2ccccc12	0.3%	/
CNC(=O)NC(=O)C(C)OC(=O)CCCSc1nc2ccccc2s1 (configuration not stated)	-3.3%	-12
Cc1ccc(NC(=S)N(Cc2ccc(Cl)cc2)Cc2ccc(C(=O)O)cc2)cc1Cl	-5.0%	15

An excerpt of these results, with two lines to a compound.
Values run as follows: GlmU inhibition, Mtb RmlCD inh
COc1ccc(/C=C/C(=O)Nc2ccccc2)cc1S(=O)(=O)N1CCOCC1
  /, 1
COc1ccccc1-n1c(SCC(=O)N2CCOCC2)nc(O)c(Cc2ccccc2)c1=O
  3.4%, 3
CCOC(=O)/C(C#N)=C/c1c(OCC)n(CC)c2ccccc12
  0.3%, /
CNC(=O)NC(=O)C(C)OC(=O)CCCSc1nc2ccccc2s1 (configuration not stated)
  -3.3%, -12
Cc1ccc(NC(=S)N(Cc2ccc(Cl)cc2)Cc2ccc(C(=O)O)cc2)cc1Cl
  -5.0%, 15

(listing goes on)
SMILES	GlmU inhibition	Mtb RmlCD inh
CCOC(=O)/C(C#N)=C/c1cn(CCC(=O)O)nc1-c1ccc(F)cc1	-4.9%	-6
Cc1onc(-c2ccccc2)c1C(=O)Nc1nc(-c2ccc(F)c(F)c2)cs1	-2.3%	/
CCOc1ccc(Nc2nc(N)nc(CN(C)C3CCCCC3)n2)cc1	-3.5%	/
COc1ccc(/C=N/NC(=O)c2ccn[nH]2)cc1COc1ccc(Cl)cc1	0.7%	/
CCOc1ncccc1C(=O)OCc1ccc(C(=O)OC)o1	6.3%	64
CC(C)C(C)NC(=O)CN1C(=O)NC2(CCCc3ccccc32)C1=O (configuration not stated)	-2.3%	/
CCCc1cc(=O)[nH]c(Nc2ccc(O)cc2)n1	-4.8%	2
CCOC(=O)C(C(C)=O)c1c(Br)c(O)c(O)c2c(C(=O)c3ccc(C)cc3)coc12 (configuration not stated)	4.8%	/
Cc1ccc(CNC(=O)Cn2ccc3ccccc3c2=O)o1	3.2%	5
Cc1nc2sc3c(c2c2nc(-c4ccco4)nn12)CCCC3	8.5%	/
CC(CCn1cccn1)NC(=O)c1cc(COc2ccc(F)cc2F)on1 (configuration not stated)	2.9%	/
Nn1c(SCC(=O)Nc2ccc(Oc3ccccc3)cc2)nnc1C1CC1	-2.7%	1
NC(=O)c1cccc2c(=O)oc3ccccc3c12	-4.2%	/
Cc1cc(C)n(CC(O)Cn2c3ccccc3c3ccccc32)n1 (configuration not stated)	2.3%	5
CC(C)NC(=O)CN1CCN(C(=O)CCl)CC1	3.7%	4
CCOC(=O)C1C(c2ccc(O)c(OCC)c2)NC(=S)NC1(O)C(F)(F)F (configuration not stated)	1.4%	-2
CSc1nc(-c2ccccc2)[nH]c(=S)c1C(C)=O	-4.2%	3
Cc1cc(NC(=O)c2cc(S(=O)(=O)N3CCCCC3)ccc2C)n(-c2ccccn2)n1	-5.6%	7
Cc1ccccc1OCC(=O)NCCC1=CCCCC1	0.8%	-15
Cc1ccc(N(CC(O)CN2C(=O)NC(C)(C)C2=O)S(=O)(=O)c2ccc(C)cc2)cc1 (configuration not stated)	-5.5%	6
CSc1nc2ccc(NS(=O)(=O)c3ccc(Br)s3)cc2s1	-6.8%	8
CC(=O)NCC(=O)N(Cc1ccco1)C1(C(=O)NC2CCCC2)CCCCC1	-3.5%	0
Cc1cc2nnc(SCC(=O)N3CCCCCC3)n2c(N)n1	3.5%	-10
CCOC(=O)c1ccc(N=c2sc(C(=O)OC)cc(=O)n2Cc2ccco2)cc1	-5.7%	4
COC(=O)c1sc2[nH]c(=S)n(N)c(=O)c2c1C	2.0%	4
COc1ccc(-n2c(Cc3cc(=O)[nH]c(=O)[nH]3)nnc2SCC(=O)Nc2cc(C(F)(F)F)ccc2Cl)cc1	-2.4%	11
COc1ccc(-c2nn(-c3ccccc3)cc2/C=N/Nc2ccc(Cl)c(C(=O)O)c2)cc1OC	3.4%	6
Cn1c(C(=O)NCc2cccs2)cc2c(=O)n(C)c3ccccc3c21	-3.8%	8
CCOc1ccc(Cc2nnc(N)s2)cc1OCC	-4.1%	4
COc1ccc(-n2cnnc2SCc2ncc(-c3ccccc3)o2)cc1	-0.4%	/

6 successive entries from above, for reference:
SMILES	GlmU inhibition	Mtb RmlCD inh
COC(=O)c1sc2[nH]c(=S)n(N)c(=O)c2c1C	2.0%	4
COc1ccc(-n2c(Cc3cc(=O)[nH]c(=O)[nH]3)nnc2SCC(=O)Nc2cc(C(F)(F)F)ccc2Cl)cc1	-2.4%	11
COc1ccc(-c2nn(-c3ccccc3)cc2/C=N/Nc2ccc(Cl)c(C(=O)O)c2)cc1OC	3.4%	6
Cn1c(C(=O)NCc2cccs2)cc2c(=O)n(C)c3ccccc3c21	-3.8%	8
CCOc1ccc(Cc2nnc(N)s2)cc1OCC	-4.1%	4
COc1ccc(-n2cnnc2SCc2ncc(-c3ccccc3)o2)cc1	-0.4%	/

Remaining list, next part
SMILES	GlmU inhibition	Mtb RmlCD inh
CCCS(=O)(=O)N1CCC(C(=O)NCCCN(CC)c2cccc(C)c2)CC1	-1.1%	-9
COc1ccccc1N1CC(C(=O)Nc2ccc(S(=O)(=O)N3CCOCC3)cc2)CC1=O (configuration not stated)	-2.6%	/
Cc1c(Cl)ccc2c(C(=O)NCCN3CCCCC3)cc(-c3ccccn3)nc12	-6.6%	5
CN(C)C=NC(=O)c1ccc(N2CCN(c3ncc(C(F)(F)F)cc3Cl)CC2)cc1	-4.0%	12
Cc1ccc(NC(=O)c2nn(C34CC5CC(CC(C5)C3)C4)cc2[N+](=O)[O-])cc1	-1.5%	/
Cc1ncsc1C(=O)O	-3.5%	65
CCc1cc2ccc(C)cc2nc1SCC(=O)Nc1cc(OC)c(OC)cc1C(=O)O	12%	1
COc1cc(CCC(=O)Oc2ccc(C(C)=O)cc2)cc(OC)c1OC	-9.8%	10
COc1cc(NC(=O)CN2C(=O)C(c3ccccc3)=NC23CCCCCC3)cc(OC)c1	-3.7%	-1
CCOC(=O)N1CCC(N(CCN(C)C)C(=S)Nc2ccccc2Cl)CC1	0.8%	8
CN(CCN1CCOCC1)Cc1nc(-c2ccccc2)no1	8.9%	4
CC1CCN(c2nc3nonc3nc2N2CCC(C)CC2)CC1	3.7%	/
Cc1nnc(SCC(=O)N2CCN(S(=O)(=O)c3ccccc3)CC2)s1	-1.0%	-10
CCOC(=O)Cc1csc(NC(=O)COc2ccc(N(C)S(=O)(=O)c3ccc(C)cc3)cc2)n1	-4.4%	-4
FC(F)(F)c1ccc(CN2CCCCCC2)cc1	-4.1%	/
O=C(CSc1ncccn1)NC(=O)c1ccccc1	3.5%	0
O=C(Nc1nnc(-c2ccc(F)cc2)o1)c1cccc([N+](=O)[O-])c1	7.8%	-11
COC(=O)c1cc(S(=O)(=O)NC2CCN(Cc3ccccc3)CC2)cn1C	-1.4%	45
O=C(Nc1ccccn1)c1ccc2c(c1)OCCO2	-1.9%	5
COc1ccccc1-c1nnc(SCc2nc3ccccc3s2)n1C	-2.3%	10
C/C(N=Nc1nc2ccccc2s1)=N\Nc1ccccc1O	-1.6%	4
CCOC(=O)c1c(C)[nH]c(C(=O)COC(=O)C2CC(=O)N(Cc3ccccc3)C2)c1C (configuration not stated)	5.0%	/
CCOc1ccc(Cn2cc(F)c(=O)[nH]c2=O)cc1	2.1%	/
COc1ccc(C)c2sc(NC(=O)C3=COCCO3)nc12	1.6%	7
CCOC(=O)C1=C(N)Oc2cc(C)oc(=O)c2C12C(=O)N1c3c(cc(OC)cc32)C(C)=CC1(C)C (configuration not stated)	-0.7%	11
CC(C)[C@H](NC(=O)c1ccco1)C(=O)OCC(=O)N1CCc2ccccc21	4.2%	-3
CC(=O)NC(CC(=O)Nc1nc(C)cs1)c1ccccc1 (configuration not stated)	4.3%	-2
CCNC(=O)COc1ccc(C=O)cc1OC	1.6%	2
Nc1nc(CSCCO)nc(Nc2ccccc2)n1	-0.3%	10
O=C(CCc1nc(-c2ccc(Cl)cc2)no1)OCc1ccc(Br)cc1	3.7%	/
CSc1nnc(-c2sccc2OCc2ccccc2)n1C	-1.5%	0
CO/N=C\C(=N\Nc1ccc(OC)cc1)C(=O)c1ccccc1	4.0%	/
CC1(c2nnc(-c3ccccc3)o2)CC(c2ccncc2)=NO1 (configuration not stated)	-1.5%	/
COc1ccc(CC(=O)N/N=C(\C)c2ccccn2)cc1	2.5%	5
O=C(NCCc1cccs1)C1CC1	4.6%	-8
COc1c(O)ccc(/C=C(\C#N)c2nc3ccccc3[nH]2)c1[N+](=O)[O-]	5.3%	/
CC(=O)c1c(C)oc2c1cc(O)c1ccccc12	-5.0%	-8
Cc1cccc(C(=O)Nc2cc(OCc3cccc(F)c3)c(Cl)cc2Cl)c1	2.1%	-4
O=C(NC1CCCC1)C(c1ccncc1)N(Cc1ccco1)C(=O)c1ccc(-c2ccccc2)[nH]1 (configuration not stated)	-5.7%	5
C[C@@]12CCC=C[C@H]1[C@H](c1ccc3ccccc3c1/C=C/c1ccccc1)N(Cc1ccccc1)C2=O	0.7%	3
COc1ccc(NC(=O)c2cc3c(s2)CCC3)cc1S(=O)(=O)N1CCOCC1	3.2%	/
Cc1onc(-c2ccccc2)c1C(=O)OCC(=O)NCc1ccc(F)cc1	-5.3%	-1
O=S(=O)(Nc1ccccn1)c1ccc(C2CCCCC2)cc1	1.2%	-4
CCC(=O)Nc1cccc(C2=NOC3(C2)C[C@@H](C(N)=O)N(C(=O)c2ccccc2C(=O)c2ccccc2)C3)c1 (some centres not stated)	1.2%	3
COc1ccc(C2=NN(C(N)=S)C(c3ccco3)C2)cc1 (configuration not stated)	-1.4%	6
CCC(=O)N/N=C(\C)CC(=O)Nc1cc(Cl)ccc1C	1.4%	/

The list is partial (hit frequency here may not be typical).
